Screening results deposited in PubChem BioAssay by several laboratories.
PfM18AAP inh = PfM18AAP enzyme inhibition; actives 1.2% (n = 290,000); recombinant PfM18AAP, H-Glu-NHMec fluorogenic cleavage; AID 1822; inhibition, % at 7.35 µM;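 active = inhibition above the campaign mean inhibition over all tested compounds plus 3 SD, cut at about 28% in these data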;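 also: 0% = plate median of test compound wells and 100% = 2 mM ZnCl2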
NS3 helicase inh = blocks Hepatitis C virus NS3 helicase unwinding | NS3 helicase DNA unwinding, Cy5 molecular beacon fluorescence | inhibition, % at 10.9 µM | actives 0.56% (n = 290,000) | AID 1800;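 active = inhibition above the mean of all tested compounds plus 3 SD, set per campaign, cut at about 35% in these data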;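 also: 0% = DMSO wells and 100% = thioflavine S control wells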
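System: HCV NS3 helicase fragment; control set: DMSO and thioflavine S; technique: Cy5 fluorescence at 0 and 60 min, beacon hairpin quenching; reagent: beacon DNA duplex substrate plus ATP; replicates: singlicate; schedule: 1 h reaction at 25 °C, ATP-initiated; medium: MOPS buffer pH 6.5 with MgCl2, DTT, Tween20, BSA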
MEKK2 WT-MEK5 = raises or lowers MEK5 binding to wildtype human MEKK2 PB1 domain; Q9Y2U5; bead flow cytometry, Alexa488-MEK5 binding to MEKK2 WT; actives lie on both sides; binding response (% of control), % at 10 µM; actives 1.1% (n = 290,000); AID 1531; in the data active = binding response below about 67% or above about 130%
NALP1 yeast inh = NALP1 inhibition | S. cerevisiae NALP1/ASC/caspase-1 growth, X-gal OD620, 72 h | inhibition, % at 10 µM | actives 0.61% (n = 280,000); in the data active = inhibition mostly above about 24%, no sharp cut-off; inactive = mostly below about 32%; also: some compounds called inactive have numbers as strong as hits
SUMO HTRF inh = blocks human SUMOylation mediated by UBC9 | HTRF SUMOylation assay, SAE1/SAE2 + UBC9, in vitro | inhibition, % at 35 µM | actives 0.36% (n = 290,000) | P63279 | AID 2006; in the data active = inhibition above about 50%, passing the limit was not always enough; also: strong numbers were not always called active
Target sequence (P63279 whole entry, looked up): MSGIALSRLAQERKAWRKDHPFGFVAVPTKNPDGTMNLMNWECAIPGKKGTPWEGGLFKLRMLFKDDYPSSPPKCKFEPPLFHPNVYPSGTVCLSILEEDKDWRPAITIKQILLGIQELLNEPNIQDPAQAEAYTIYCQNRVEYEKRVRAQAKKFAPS
IMP-1 inhibitor = inhibitors of Pseudomonas aeruginosa IMP-1 metallo-beta-lactamase; purified IMP-1, nitrocefin hydrolysis, epi-absorbance fluorescence; inhibition, % at 5.6 µM; actives 0.45% (n = 290,000);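 active = inhibition above the mean plus 3 SD of all compounds in the same screening run, cut at about 4.5% in these data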;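 also: 0% = IMP-1 with DMSO and 100% = DMSO wells lacking enzyme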
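Test system: recombinant IMP-1 enzyme, purified / Medium: HEPES buffer pH 7.1 with ZnSO4 and Brij 35 / Doses: single dose, 5.6 µM / Times: 25 °C, 15 min preincubation, 25 min reaction / Detection: Epi-absorbance via hydrolysed-nitrocefin quenching of white-plate fluorescence, 480/530 nm, EDTA stop / Evaluation: percent inhibition from optical density relative to buffer-blank wells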
MEKK2mut PB1 HTS = signal of MEK5 binding to mutant human MEKK2 PB1 domain | actives 0.35% (n = 290,000) | percent response, % at 10 µM | bead flow cytometry, Alexa488-MEK5 binding to MEKK2 mutant | AID 1530; in the data active = percent response above about 24%, passing the limit was not always enough; also: inactives centre near 1; some results filed as inactive read as strong as hits
VIM-2 inh = inhibitors of Pseudomonas aeruginosa VIM-2 metallo-beta-lactamase; purified VIM-2, nitrocefin hydrolysis, epi-absorbance fluorescence; inhibition, % at 5.6 µM; actives 0.89% (n = 290,000);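 active = inhibition above the mean of all tested compounds plus 3 SD, cutoff set per screening run, cut at about 7.5% in these data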;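 also: red hydrolysis product quenches plate fluorescence so inhibitors raise well fluorescence; 0% = enzyme with DMSO and 100% = DMSO without enzyme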
FID counter = counter-screen for HCV NS3 helicase inhibitors: DNA intercalator displacement. DNA fluorescent intercalator displacement, fluorescence. inhibition, % at 7.9 µM. actives 0.17% (n = 290,000); in the data active = inhibition above about 37%;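 also: 0% = vehicle and 100% = reference compound; higher means more ethidium bromide displaced from hairpin DNA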
* = called active by the depositor; / = not tested or not shown.

SMILES	PfM18AAP inh	NS3 helicase inh	MEKK2 WT-MEK5	NALP1 yeast inh	SUMO HTRF inh	IMP-1 inhibitor	MEKK2mut PB1 HTS	VIM-2 inh	FID counter
O=S(=O)(Nc1nc2ccccc2[nH]1)c1ccc2ccccc2c1	-6	2	100	-1	-38	-2.5	-1	-6.8	-5
Cc1cc(C)c(NC(=O)C2CC(=O)N(c3ccc4c(c3)OCCO4)C2)c(C)c1 (stereo not drawn)	1	6	101	3	-11	-3.6	1	-1.9	-18
COc1ccc(C)cc1NC(=O)COC(=O)C1CCN(C(=O)c2ccc(Cl)cc2)CC1	2	0	101	0	11	-3.6	-1	-1.7	-40
NS(=O)(=O)c1ccc(NC(=O)CN2CCN(S(=O)(=O)c3ccc(F)cc3)CC2)cc1	2	1	101	4	-9	-2.9	2	-0.4	-8
CC(C)(C)c1ccc(C(=O)c2c[nH]c(C(=O)NCCc3ccccn3)c2)cc1	-12	-6	91	-12	-1	-1.9	-4	-0.2	-2
CCn1c(-c2ccc(N(C)C)cc2)nc2ccccc21	-3	-13	103	20	-3	0.8	4	3.4	12
O=C(Nc1ccccc1)C1CCCCC1	-7	-1	101	-35	-19	-0.4	2	-0.5	-1
Nc1n[nH]c2cc(=O)n(-c3ccc(Cl)cc3)nc12	1	7	81	-7	-8	-2.1	-6	-3.6	-4
CCN(CCn1cccn1)Cc1cn[nH]c1-c1cccc2ccccc12	0	3	59	12	12	-1.2	-7	4.5	3
CC(C)(C)c1ccc(C(=O)N2CCC(C(=O)N3CCCCC3)CC2)cc1	-4	8	96	2	11	-0.5	-2	0.5	-37
COc1ccccc1C(=O)OCC(=O)NC1CCCC1	-9	16	105	2	0	-2.5	4	-2.0	-4
Cc1cc(N2CCOCC2)n2nc(C)c(-c3ccc(Cl)cc3)c2n1	-5	-13	102	19	20	-2.2	2	0.5	-8
COc1ccc(NS(=O)(=O)c2c(C)n(C)c(=O)n(C)c2=O)cc1	0	-12	93	2	4	-4.0	1	-4.0	-2
OC(CNCC#Cc1ccccc1)c1ccccc1 (stereo not drawn)	-8	-8	104	11	11	-2.1	5	0.1	6
COc1ccc(C(=O)NC=C2C(=O)OC(C)(C)OC2=O)cc1	-1	-2	106	18	6	-3.0	-1	0.7	2
CCOc1ccc(-c2noc(CCC(=O)NC3CCCC3)n2)cc1OC	4	0	98	-8	2	-1.6	-2	-2.3	-27
CC(C)NC(=S)NN=C1CCCCCCCCCCC1	11	2	101	20	2	-3.8	-4	-1.3	-3
COc1ccc(NC(=O)c2c3c(nc4ccccc24)CCN(Cc2ccccc2)C3)c(OC)c1	5	-11	88	10	20	-1.3	-1	-1.3	-27
CC(C)c1ccc(OCC(O)CN2CCN(c3ccccn3)CC2)cc1 (stereo not drawn)	-1	-21	109	14	4	-1.1	7	-3.5	1
Cc1nonc1CN(C)C(=O)CC1C(=O)NCCN1Cc1cccc(C(F)(F)F)c1 (stereo not drawn)	-2	-6	97	8	6	-1.4	-12	-2.8	-11
COc1ccc(S(=O)(=O)N2CCC(C(=O)NCCC3=CCCCC3)CC2)cc1C	3	2	112	-29	4	-3.0	10	-2.5	-8
CCOc1ccc(C2N(c3ccc(F)cc3)C(=O)C3CCCN32)cc1 (stereo not drawn)	-5	-8	87	48	1	-1.8	-10	-2.2	4
CC(C)C(=O)N1CCN(c2ccccc2NC(=O)c2ccc([N+](=O)[O-])o2)CC1	6	16	95	7	-7	-3.0	2	-2.6	-28
Cc1cc(-c2ccc(C(C)C)c(S(=O)(=O)Nc3ccccn3)c2)on1	3	21	94	11	1	-0.7	-7	1.0	-28
CCCCn1cnc2cc(C)c(C)cc21	5	10	104	12	17	-2.8	3	-3.6	-7
COc1ccc(CCC(C)NCc2ccc(Cl)c(Cl)c2)cc1 (stereo not drawn)	-1	-28	120	/	-15	-1.6	10	-1.8	20
Cc1cccc(NC(=O)Nc2ccc(Cl)cc2)n1	-8	-10	92	27	-2	-1.7	-8	0.2	-3
O=C(/C=C/c1c(F)cccc1Cl)Nc1ccc(S(=O)(=O)Nc2ncccn2)cc1	-9	-4	103	14	21	-5.0	5	-2.5	-18
Cc1ccc(C(=O)OCC(=O)N2CCCC2)cc1	-1	7	97	4	4	-3.1	-3	-4.3	-8
O=C(O)CN1CCc2ccccc2C1	1	7	81	32*	12	-0.7	-13	-1.3	6
CC(C)(C)CC(C)(C)N1CNC(=S)NC1	-5	-3	95	12	3	-3.6	8	-2.9	-12
COc1cccc(NC(=O)Cc2nnc(SCC(=O)NC3CCCC3)n2C)c1	-13	5	100	5	2	-0.7	-3	1.8	-14
CC(C)c1ccc(NC(=O)C(=O)c2cn(CC(=O)N3CCCCC3)c3ccccc23)cc1	-1	-10	106	33	0	0.2	10	-2.5	-1
COCc1nnc(NC(=O)CSCc2ccccc2)s1	11	15	98	16	12	0.6	-7	4.0	-17
COc1ccc(-n2c(SCC(=O)NCc3cccs3)nnc2-c2ccoc2C)cc1	1	-4	/	12	13	-2.9	/	-3.2	-18
CC1CCCC(C)N1C(=O)CSc1ncccn1 (stereo not drawn)	4	0	95	10	12	-2.4	1	-1.5	-8
COc1ccc(NC2CCCN(C(=O)c3cc4ncccn4n3)C2)cc1 (stereo not drawn)	13	9	102	4	6	-2.5	3	-1.0	-4
CCn1nc(CC(=O)Nc2nnc(CC(=O)N3CCCC3)s2)c2ccccc2c1=O	4	-3	110	-7	6	-3.0	3	-2.1	-8
Cc1ccc(NC(=O)C(C)Sc2n[nH]c(CNc3ccccc3)n2)cc1 (stereo not drawn)	1	4	93	-8	2	-5.4	1	-6.6	-19
CCOc1cc(/C=N/N2CCN(Cc3ccccc3)CC2)ccc1O	12	-7	101	-20	-9	-3.9	12	-0.9	-7
O=C(CC(C(=O)NCc1ccccc1)c1nc2ccccc2c(=O)[nH]1)NCc1ccccc1 (stereo not drawn)	-2	-11	101	-4	17	-2.1	2	-2.5	-2
CCC(=O)N1CC(C)C(=O)Nc2ccccc21 (stereo not drawn)	-3	-3	97	0	8	-3.1	-1	-2.4	3
CCCOC(=O)c1cccc(NC(=O)c2cccnc2)c1	-11	-4	103	13	-9	2.1	2	-0.3	-8
O=C(CCCC(=O)NNC(=O)Nc1ccccc1)NNC(=O)Nc1ccccc1	8	-14	99	-6	-7	-3.5	-4	-1.9	-3
O=C(N/N=C/C(Cl)=C/c1ccccc1)c1ccco1	-3	-2	97	15	23	-2.2	-2	-5.2	2
Brc1ccc(-n2cnc(-c3ccccc3)c2)cc1	4	5	94	7	4	-3.3	1	-2.9	-25
CCOC(=O)c1c(NS(C)(=O)=O)sc2c1CCC(C)C2 (stereo not drawn)	-2	8	104	10	18	-3.6	15	-2.1	-11
Cc1ccccc1-n1nc2c(c1NC(=O)c1cccs1)CS(=O)(=O)C2	-12	5	98	12	/	-0.9	-3	0.6	-5
Cc1ccc(Cl)cc1NC(=O)C(=O)N1CCCCC1	-6	-2	90	-11	0	-1.9	-7	-1.4	-2
CCOC(=O)C[n+]1c(C)ccc2c1CCC2	6	-6	102	-51	2	-2.1	0	-1.0	2
O=C(CCS(=O)(=O)Cc1cccc(Cl)c1)NCCc1ccccc1	-1	-6	102	10	-14	0.0	-3	1.2	-7
CCN(C1=NS(=O)(=O)c2ccccc21)N(CC)S(=O)(=O)c1ccc(C)cc1	2	3	101	28	-23	-2.1	3	-3.5	0
O=C(NCC(O)c1ccccc1)c1ccc(Cl)c(S(=O)(=O)N2CCCCC2)c1 (stereo not drawn)	-4	0	105	9	13	-0.2	3	-1.9	-24
COc1ccc(C(=O)NCCN2CCOCC2)cc1[N+](=O)[O-]	3	0	102	12	-20	-2.7	7	-3.3	1
COc1ccc(Sc2nc(-c3ccccc3)ncc2OC)cc1	-8	9	104	2	-1	-3.0	-4	-2.8	14
O=C(CNC(=O)c1ccccc1F)NCCN1C(=O)S/C(=C\c2ccccc2Cl)C1=O	-3	2	104	9	7	-1.9	7	-1.6	-29
CCOc1cc(OCC)cc(C(=O)NCc2ccco2)c1	3	1	103	13	-29	-2.5	15	-2.6	-6
O=c1cc(-c2ccncc2)oc2ccccc12	5	4	101	8	1	0.9	4	1.5	1
CN(Cc1cccc(F)c1)C(=O)c1ccc2c(=O)n3c(nc2c1)CCC3	2	4	113	-2	-2	-2.7	11	-3.0	-14
CC(=O)c1ccc(N2CCN(C(=O)CCC(=O)c3cccs3)CC2)cc1	3	1	107	-2	8	-1.8	0	-1.7	-28

(cont.)
SMILES	PfM18AAP inh	NS3 helicase inh	MEKK2 WT-MEK5	NALP1 yeast inh	SUMO HTRF inh	IMP-1 inhibitor	MEKK2mut PB1 HTS	VIM-2 inh	FID counter
Cc1ccc(/C=C/C(=O)OC(C)C(=O)Nc2ncc(Cl)cc2Cl)o1 (stereo not drawn)	-4	-1	99	23	4	-4.0	-2	0.7	-1
COc1ccc(CCNS(=O)(=O)c2cc3c4c(c2)C(C)C(=O)N4CCC3)cc1OC (stereo not drawn)	2	0	98	25	/	-1.9	-2	0.3	-27
CCc1ccc(NC(=O)C2C3/C=C\CCCCC32)cc1 (stereo not drawn)	1	2	98	20	18	-3.4	0	-2.6	-3
COc1ccc(-c2csc(NC(=S)NC(=O)c3cccs3)n2)cc1OC	10	-6	92	15	25	-2.7	-8	-1.6	-12
O=C(O)C1CCC(Cn2c(SCc3cc(=O)n4ccccc4n3)nc3ccsc3c2=O)CC1 (stereo not drawn)	2	7	110	3	10	-2.5	3	-3.0	-12
Cn1c(=O)cc(OCC(=O)NCCCN2CCN(c3cccc(Cl)c3)CC2)c2ccccc21	4	-14	94	12	-4	-3.0	-5	2.9	4
CN(CC(=O)Nc1cccc(F)c1)C(=O)CSc1ccccc1F	2	14	112	8	4	-0.6	7	-2.8	-5
COc1cccc(NC(=O)C(Sc2nnc(Nc3ccccc3C)s2)c2ccccc2)c1 (stereo not drawn)	4	-33	100	32	2	-3.4	-2	-2.0	-15
O=C(Nc1cccc2ncccc12)c1ccc(Cl)cc1	0	-1	114	-1	6	-4.0	10	-2.4	-2
CC1=Nc2ccccc2N=C(N)C1c1ccccc1 (stereo not drawn)	-2	-1	101	7	-22	-1.1	9	0.0	-3

Four structures from above, arranged by length of the SMILES, low to high:
SMILES	PfM18AAP inh	NS3 helicase inh	MEKK2 WT-MEK5	NALP1 yeast inh	SUMO HTRF inh	IMP-1 inhibitor	MEKK2mut PB1 HTS	VIM-2 inh	FID counter
CC1=Nc2ccccc2N=C(N)C1c1ccccc1 (stereo not drawn)	-2	-1	101	7	-22	-1.1	9	0.0	-3
O=C(Nc1cccc2ncccc12)c1ccc(Cl)cc1	0	-1	114	-1	6	-4.0	10	-2.4	-2
CCc1ccc(NC(=O)C2C3/C=C\CCCCC32)cc1 (stereo not drawn)	1	2	98	20	18	-3.4	0	-2.6	-3
Cc1ccc(/C=C/C(=O)OC(C)C(=O)Nc2ncc(Cl)cc2Cl)o1 (stereo not drawn)	-4	-1	99	23	4	-4.0	-2	0.7	-1
